PLK1 PBD inh: qHTS for Inhibitors of PLK1-PDB (polo-like kinase 1 - polo-box domain): Primary Screen | Potency, µM, without a hit: max response, negative = inhibition, hits mostly inhibitors | actives 2.8% (n = 360,000) | Plk1 PBD binding of FITC phosphopeptide, fluorescence polarization | Serine/threonine-protein kinase PLK1 (Homo sapiens), P53350; further: potency means the concentration at half of the fitted maximal effect; series mostly up to about 57 µM; on the % scale 0 is the no-effect control and ±100 the full control effect; nearly all actives have a fitted effect of over 65% in size
IL2 activator: qHTS of IL-2 Activators; IL-2 activation reporter assay, cell-based qHTS; stimulated with anti-CD3/CD4/CD28 beads; in transgenic mouse T cells; activation, % (series mostly up to about 46 µM); actives 0.065% (n = 360,000); in the data active means activation above about 50%; inconclusive means mostly about 30% to 49%; further: 0% is about no effect
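Unstimulated transgenic mouse T cells; 60-min compound exposure; bead-based TCR/CD4/CD28 stimulation; 18 h culture, 37 degrees C; dual fluorescence (EGFP, DsRed) plate cytometry.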
GLP1R ag: qHTS of GLP-1 Receptor Agonists. AID 624172, 2012. HEK293 GLP-1R CRE-luciferase, luminescence, 4-6 h; cells express a hypersensitive GLP-1R form. actives 0.007% (n = 380,000). Glucagon-like peptide 1 receptor (Homo sapiens), P43220. Potency, µM (highest dose often 45.6 µM), for inactives: at the highest dose activation, actives largely listed as activators; further: potency means the concentration at half of the fitted maximal effect; % of control where 0% means no effect
GLP1R cytotox: qHTS of GLP-1 Receptor Inverse Agonists: Cytotox Screen; HEK293 cAMP-luciferase reporter cells, luminescence, 24 h; Potency, µM (titrated, usually from 38.3 µM), for inactives: top-dose activity change, negative = inhibition, actives largely listed as inhibitors; actives 0.13% (n = 410,000); AID 624418, 2012;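 further: loss of luciferase light is scored as toxicity; potency means the concentration at half of the fitted maximal effect; on the % scale 0 is the no-effect control and ±100 the full control effect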
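To flag toxic compounds, the library was rerun on cells for 24 hr at 37 deg C and 5% CO2. Viability-linked luminescence was captured 12 min after adding luciferase detection reagent.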
PI5P4Ka inh: qHTS for Inhibitors of phosphatidylinositol 5-phosphate 4-kinase (PI5P4K); Phosphatidylinositol 5-phosphate 4-kinase type-2 alpha (Homo sapiens), P48426; actives 1.2% (n = 330,000); PI5P4Kalpha enzyme, ADP-Glo luminescence, 60 min; hits give low values; max response, %; AID 652105, 2013; active means max response of -50% or lower; inconclusive means between -30% and -50%; inactive means -30% or higher; further: value at the top dose of about 77 µM; on the % scale 0 is the no-effect control and ±100 the full control effect
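Compounds were pin-transferred onto PI5P4Kalpha and substrate in HEPES pH 7.4 buffer with EGTA, CHAPS and 5% DMSO. ATP (5 microM final) started the reaction, which ran 60 minutes at room temperature before ADP-Glo detection.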
PTHR1 agonist: qHTS for PTHR1 Agonists: Primary Screen; HEK293 GP2 PTHR1 cells, GloSensor cAMP luminescence, 1 h; Potency, µM (doses to about 115 µM), for inactives: top-dose activation, actives largely listed as activators; actives 0.075% (n = 410,000); AID 743266, 2014; further: potency means the concentration at half of the fitted maximal effect; nearly all actives have a fitted effect of over 55% in size; some results filed as inactive show a strong effect at the top dose; inactives centre near -15; many of its hits are not listed in these tables
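HEK-293-derived GP2 cells expressing PTHR1 and a GloSensor cAMP reporter, 3,000/well, plated overnight, given luciferin plus IBMX (each 0.5 mM as added) for 1 h at 37 °C, then compound for 1 h at 37 °C. Luminescence was read after 15 min at room temperature.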
GLP-1R inv ag: qHTS of GLP-1 Receptor Inverse Agonists (Inhibition Mode); Glucagon-like peptide 1 receptor (Homo sapiens), P43220; HEK293 GLP-1R CRE-luciferase, luminescence, 24 h; GLP-1R form is constitutively active; Potency, µM (titrated, usually from 38.3 µM), for the others: at the top dose activity change, negative = inhibition, hits mostly inhibitors; actives 1.6% (n = 410,000); AID 624417, 2012; further: potency means the concentration at half of the fitted maximal effect; on the % scale 0 is the no-effect control and ±100 the full control effect; nearly all actives have a fitted effect of over 55% in size
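HEK293 cells stably co-expressing constitutively active GLP-1R and a cAMP-responsive luciferase reporter were seeded in DMEM with 10% Nu serum, given compounds after 12 h, and incubated 24 h at 37 deg C. Luminescence was then read.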
EPAC1 antagonist: qHTS for Antagonist of cAMP-regulated guanine nucleotide exchange factor 3 (EPAC1): primary screen. EPAC1 GEF assay, Rap1b-BODIPY-GDP exchange fluorescence. Potency, µM (doses to about 115 µM), inactives show at the top dose activity change, negative = inhibition, usual class: inhibitors. actives 0.14% (n = 360,000). AID 720709, 2013. Rap guanine nucleotide exchange factor 3 (Homo sapiens), O95398;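 further: potency means the concentration at half of the fitted maximal effect; plate controls were vehicle for no effect and positive control for full effect; nearly all actives have a fitted effect of over 50% in size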
Target sequence (O95398 whole entry, looked up): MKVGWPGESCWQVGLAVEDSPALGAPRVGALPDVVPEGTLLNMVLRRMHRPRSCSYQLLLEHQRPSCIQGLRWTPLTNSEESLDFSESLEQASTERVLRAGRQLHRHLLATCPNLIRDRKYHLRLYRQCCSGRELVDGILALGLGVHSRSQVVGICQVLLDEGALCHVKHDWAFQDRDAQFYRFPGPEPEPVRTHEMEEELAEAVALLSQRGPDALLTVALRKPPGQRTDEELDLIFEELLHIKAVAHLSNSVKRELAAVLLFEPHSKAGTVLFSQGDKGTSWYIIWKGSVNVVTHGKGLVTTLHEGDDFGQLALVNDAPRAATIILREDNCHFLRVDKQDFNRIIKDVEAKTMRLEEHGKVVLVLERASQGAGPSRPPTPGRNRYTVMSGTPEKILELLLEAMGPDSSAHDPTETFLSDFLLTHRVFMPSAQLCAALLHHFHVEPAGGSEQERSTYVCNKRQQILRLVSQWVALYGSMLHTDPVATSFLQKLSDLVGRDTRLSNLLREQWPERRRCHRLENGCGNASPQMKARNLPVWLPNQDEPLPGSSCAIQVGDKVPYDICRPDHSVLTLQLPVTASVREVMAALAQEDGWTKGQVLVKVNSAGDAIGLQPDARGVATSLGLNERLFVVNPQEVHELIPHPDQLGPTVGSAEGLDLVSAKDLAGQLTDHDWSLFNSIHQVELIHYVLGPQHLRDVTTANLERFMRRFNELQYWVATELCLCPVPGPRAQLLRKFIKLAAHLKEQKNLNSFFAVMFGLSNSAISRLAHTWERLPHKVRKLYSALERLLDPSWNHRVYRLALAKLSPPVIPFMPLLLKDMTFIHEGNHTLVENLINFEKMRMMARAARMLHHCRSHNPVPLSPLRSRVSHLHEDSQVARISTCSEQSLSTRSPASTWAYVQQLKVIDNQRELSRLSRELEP
EPAC1 agonist: qHTS for Agonist of cAMP-regulated guanine nucleotide exchange factor 3 (EPAC1): primary screen; EPAC1 agonist qHTS, biochemical assay; response scale: 100% = response to 6.5 mM cAMP; actives 0.073% (n = 360,000); Rap guanine nucleotide exchange factor 3 (Homo sapiens), O95398; Potency, µM (highest dose often 154 µM), inactives show at the highest dose activation, most hits filed as activators; further: potency means the concentration at half of the fitted maximal effect; nearly all actives have a fitted effect of over 60% in size
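Read-out is the fluorescence drop as BODIPY-GDP leaves Rap1B (480 nm excitation, 540 nm emission), recorded every 5 minutes over 30 minutes. Reactions held 100 nM EPAC1, 250 nM Rap1B–BODIPY-GDP and 50 uM GDP, with 6.5 mM cAMP setting full activation.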
* = called active by the depositor; i = inactive; ? = inconclusive; . = no result given; [ ] = dose if it differs, or a comment. Unless noted, the call rests on the fitted dose curve; in most records, active means well fitted curve in the direction sought with a large enough effect; inconclusive means small, poorly fitted or top-dose-only effect, or another doubt; inactive means no such curve, though single readings can be large; an effect the other way counts as inactive or inconclusive. Not all compounds are listed; rates above refer to the full screens.

Value order – GLP1R cytotox, GLP1R ag, PTHR1 agonist, GLP-1R inv ag, EPAC1 antagonist, IL2 activator, PI5P4Ka inh, EPAC1 agonist, PLK1 PBD inh
- Cc1ccc(NC(=O)N2CCCn3c(SCC(=O)c4ccccc4)nnc32)cc1
  2%, -3%, i, 4%, -11%, 1.7, 6, 6%, -10%
- O=c1c2ccccc2cnn1Cc1n[nH]c(=S)n1-c1cc(Cl)cc(Cl)c1
  91%[activator], 3%, -6%, 7%, -6%, -0.2, 2, 1%, -10%
- CCCCc1c(-c2ccccc2OC)ncn1CCc1cccc(F)c1
  -10%, -1%, ?, ?, -18%, -0.8, 1, -11%, -24%
- Cc1nc(SCC(=O)O)c(C#N)c(-c2ccco2)c1C(=O)N(C)C
  0%, 1%, i, -2%, -2%, -1.9, -1, 6%, -5%
- COc1ccc(-c2nc(=S)c3c(n2CCN2CCOCC2)CC(C)(C)OC3)cc1
  -3%, -8%, i, 6%, 6%, -0.5, -3, -6%, -5%
- O=C(O)C1C2CCC(C2)C1C(=O)NCc1ccccn1 (configuration not stated)
  -6%, 0%, i, -3%, 3%, 0.7, 2, 5%, -1%
- O=C(Nc1ccccc1)c1cc(C2CCCCN2S(=O)(=O)c2cccs2)on1 (configuration not stated)
  -20%, 12%, -56%[inhibitor], -56%, -5%, -0.1, -3, 7%, -6%
- O=S(=O)(NCC1CCCO1)c1ccc(-c2ccc(Cl)cc2)cc1 (configuration not stated)
  -5%, 19%, -19%, ?, -26%, 0.3, 1, -3%, -3%
- CC(Cc1ccccc1)C(=O)N1CCN(C)CC1 (configuration not stated)
  10%, 0%, 8%, 11%, 24%, 1.2, 0, -22%, -3%
- Clc1c(CSc2nc3ccccc3o2)nc2sccn12
  -4%, 13%, -40%[inhibitor], 1%, 7%, -0.9, ., 15%, -13%
- COc1ccc(N2CCN(C(=O)C3CCCO3)CC2)cc1 (configuration not stated)
  13%, 11%, i, 3%, -1%, -2.0, ., 5%, -1%
- CC1CCCN(C(=O)COC(=O)c2n[nH]c3ccccc23)C1 (configuration not stated)
  -10%, 2%, i, -16%, 1%, 1.6, 1, -2%, 1%
- CCOc1ccccc1NC(=O)NNC(=O)c1ccc2ccccc2c1
  3%, 8%, -16%, ?, 2%, -0.7, -7, -3%, -8%
- Cc1ccc(C(=O)N2N=C(c3ccccc3O)CC2c2ccccc2)cc1 (configuration not stated)
  14%, 7%, i, -24%, -16%, -0.9, 10, 3%, -5%
- Cn1c(=O)c2sccc2n2c(CCCC(=O)NCCc3ccc(S(N)(=O)=O)cc3)nnc12
  2%, 11%, i, 3%, 3%, 1.3, 1, 10%, -4%
- Cc1ccc2[nH]c(=O)c(CN(Cc3cccs3)S(=O)(=O)c3ccc4c(c3)OCCO4)cc2c1
  -11%, 2%, i, -3%, -5%, -0.4, -5, 9%, -24%
- CC(C)CNC(=O)CSc1ccc(S(=O)(=O)N(C)C2CCCCC2)cn1
  4%, 10%, -5%, -18%, -10%, -1.1, 1, 26%, -8%
- NNC(=O)c1oc2nc(-c3ccc(Cl)cc3)cc(-c3ccccc3)c2c1N
  244%[activator], 10%, i, -20%, 9%, 0.0, ?, 9%, -9%
- O=C(CN(Cc1ccc(F)cc1)C(=O)CNS(=O)(=O)c1ccc(F)cc1)NCC1CCCO1 (configuration not stated)
  0%, 9%, -2%, -5%, -1%, -4.3, 0, 3%, -5%
- Cc1cccc(/C=N/NC(=O)c2ccc(NC(=O)c3ccc(Cl)cc3)cc2)n1
  -21%, 12%, -21%, ?, -7%, 1.6, 2, -7%, 3%
- NC(N)=NC(N)=NCCc1ccccc1
  5%, -5%, -28%, -9%, 8%, 0.1, 6, 8%, 3%
- Cc1ccccc1NC(=O)CSc1nc(-c2ccccc2)cc(=O)[nH]1
  -4%, -6%, -31%[inhibitor], 18%, 11%, 1.2, 0, 1%, 2%
- COc1cc(NC(=O)CCn2c(=S)[nH]c3ccccc3c2=O)cc(OC)c1OC
  -7%, 9%, -25%, -4%, -9%, -1.1, 0, 8%, 7%
- COC(=O)c1ccc(OCC2c3cc(OC)c(OC)cc3CCN2C(=O)c2ccccc2C)cc1 (configuration not stated)
  -9%, 7%, -14%, ?, ., ., ., ., .
- Cc1cc(C(=O)N/N=C/c2ccco2)c2ccccc2n1
  6%[1.53 µM], -11%, i, ?, 28%, 0.4, -2, 4%, -5%
- O=[N+]([O-])c1cc(C(F)(F)F)ccc1NCCNC(=S)Nc1ccc(Cl)cc1
  -57%, -6%, -22%, 11µM*, -4%, -1.4, ., 28%, -11%
- CCOc1ccccc1NC(=O)CN1C(=O)CC(c2ccco2)Sc2ccccc21 (configuration not stated)
  -18%, 6%, -16%, ?, ., ., ., ., .
- CCOc1ccc(CN(C)C(=O)CNC(=O)c2ccc(Br)o2)cc1OC
  14%, 14%, -22%, 17%, 0%, 2.9, 7, -10%, 1%
- CC1CCN(S(=O)(=O)c2ccc(NC(=O)CSc3nnnn3C)cc2)CC1
  9%, -5%, i, -9%, -8%, -2.1, ., 10%, -6%
- Cc1ccc2nsnc2c1NC(=O)Cc1ccc(Cl)cc1
  -2%, 10%, i, 1%, 10%, -0.1, 10, 5%, -9%
- CC(=O)N1CCN(C(=S)c2ccc(Cl)cc2)CC1
  -3%, -5%, i, -12%, -3%, 2.0, 3, 10%, 21µM*
- Cc1nnc(NC(=O)c2ccc3nccnc3c2)s1
  2%, -3%, -8%, 29%, -5%, -0.5, -21, 2%, -3%
- CC(=O)Nc1ccc(NC(=O)Cc2ccc(S(=O)(=O)N3CCCCC3)s2)cc1
  -14%, 2%, -19%, 0%, -9%, -0.7, ?, -1%, -9%
- CC(=O)N(c1ccccc1Cl)S(=O)(=O)c1ccc(Cl)cc1
  6%, 2%, -33%[inhibitor], 11%, 6%, -4.2, 19, 2%, -9%
- CN(Cc1cccs1)C(=O)C1CCN(S(=O)(=O)c2ccccc2)CC1
  3%, -4%, -2%, 2%, -5%, 2.7, 0, 2%, -15%
- Cc1ccc(NC(=O)Nc2c(C)[nH]c(=O)[nH]c2=O)cc1Cl
  -8%, 9%, i, 13%, -12%, 0.6, 0, 10%, -24%
- O=C(Nc1ccc(C(F)(F)F)cc1[N+](=O)[O-])O[C@H]1[C@H](Cc2ccccc2)NS(=O)(=O)[C@H]2C[C@@H]3C=C[C@]12O3
  0%, -1%, i, -3%, -20%, -2.6, 6, -24%, 2%
- CC(=O)Nc1sc(C)c(C)c1C(=O)OCC(=O)N(CC(C)C)c1c(N)n(Cc2ccccc2)c(=O)[nH]c1=O
  11%, 11%, i, 50%[activator], -16%, -4.8, -6, 2%, -16%
- CC(NC(=O)c1cccc(S(=O)(=O)N2CCCCCC2)c1)c1ccccc1 (configuration not stated)
  24%, 15%, -60%[inhibitor], ?, 10%, -0.4, -1, 10%, -3%
- CCN(C(=O)COC(=O)c1cccc(S(=O)(=O)N2CCOCC2)c1)C1CCS(=O)(=O)C1 (configuration not stated)
  8%, -2%, -13%, 3%, 16%, -3.4, -3, -8%, -1%
- O=C(O)c1ccc(NS(=O)(=O)c2ccc(N3C(=O)CCC3=O)cc2)cc1
  5%, 2%, i, 3%, 18%, 2.2, -3, -3%, 4%
- COc1ccc(-c2nc(NCCCN(C)C)c3ccccc3n2)cc1
  ?, 1%, -5%, ?, -6%, 0.5, 4, 1%, -14%
- Cc1cccc(CN2CCN(C3CN(Cc4cn(Cc5ccccc5C(F)(F)F)nn4)S(=O)(=O)C3)CC2)c1 (configuration not stated)
  -4%, -3%, -11%, -28%, -3%, -0.3, 5, -7%, 2%
- CC(=O)Nc1cc2c(ccc3ccccc32)oc1=O
  -2%[7.66 µM], 4%, -2%, 28%[7.66 µM], -26%, -0.6, 1, -2%, -3%
- c1cc(CNc2ccc3c(c2)OCO3)ccn1
  -7%, 1%, i, 36%[activator], -1%, 0.0, -23, 1%, -24%

A different layout for part of the listing above.
Compound | GLP1R cytotox | GLP1R ag | PTHR1 agonist | GLP-1R inv ag | EPAC1 antagonist | IL2 activator | PI5P4Ka inh | EPAC1 agonist | PLK1 PBD inh
CC(=O)Nc1ccc(NC(=O)Cc2ccc(S(=O)(=O)N3CCCCC3)s2)cc1 | -14% | 2% | -19% | 0% | -9% | -0.7 | ? | -1% | -9%
CC(=O)N(c1ccccc1Cl)S(=O)(=O)c1ccc(Cl)cc1 | 6% | 2% | -33%[inhibitor] | 11% | 6% | -4.2 | 19 | 2% | -9%

Later entries.
Value order – GLP1R cytotox, GLP1R ag, PTHR1 agonist, GLP-1R inv ag, EPAC1 antagonist, IL2 activator, PI5P4Ka inh, EPAC1 agonist, PLK1 PBD inh
- Cn1c(CNC(=O)CNC(=O)c2ccccc2)cc(=O)n(C)c1=O
  -2%, -3%, -3%, 2%, 6%, -0.6, -1, 4%, -3%
- COc1ccc(/C=C/c2cc(C(=O)O)c3ccccc3n2)cc1
  41%[activator], -2%, -30%, ?, -17%, -1.8, -19, ?, -13%
- CCC(C(=O)OC)n1cnc2c(nnn2-c2ccccc2)c1=O (configuration not stated)
  -10%, 5%, -22%, 6%, -1%, -2.1, -2, 12%, -17%
- O=C(NCC(c1ccco1)N1CCc2ccccc2C1)c1ccc([N+](=O)[O-])cc1 (configuration not stated)
  1%, 1%, -5%, ?, -16%, -4.4, -5, 3%, -2%
